# RORg inh – qHTS for inhibitors of ROR gamma transcriptional activity | Drosophila S2 Gal4-RORgamma UAS-luciferase reporter, 20 h | hit rate 5.4% among 310,000 | AID 2551, 2010 | Nuclear receptor ROR-gamma (Mus musculus), P51450 | Potency, µM (highest dose often 53.6 µM), without a hit: at the highest dose activity change, negative = inhibition, usual class: inhibitors; further: on the % scale 0 is the no-effect control and ±100 the full control effect; nearly all actives have a fitted effect of over 60% in size
#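 A Gal4/UAS one-hybrid system in insect cells: metallothionein-promoter Gal4–ROR gamma fusion plus Photinus luciferase reporter. Copper sulfate 700 uM final, 20 hr ambient incubation, luminescent detection after 10 min with reagent.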
# uPA surface inh – qHTS for Inhibitors of Cell Surface uPA Generation | cell surface uPA generation assay, qHTS | Potency, µM (highest dose often 38.3 µM), for the others: at the highest dose activity change, negative = inhibition, hits mostly inhibitors | hit rate 0.31% among 330,000; active means well fitted inhibition curve with a large enough effect; inconclusive means small, poorly fitted or top-dose-only effect; inactive means no such curve, though single readings can be large or run the other way; tested in mouse RAW 264.7 cells; further: on the % scale 0 is the no-effect control and ±100 the full control effect; nearly all actives have a fitted effect of over 55% in size
# Gal4-VP16 FLuc – VP16 counterscreen qHTS for inhibitors of ROR gamma transcriptional activity; Drosophila S2 Gal4-VP16 UAS-luciferase, luminescence, 20 h; hit rate 3.5% among 310,000; Potency, µM (top dose mostly 53.6 µM), without a hit: top-dose activity, negative = inhibition, actives largely listed as inhibitors;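 further: Gal4-VP16 expression switched on by copper sulfate through the metallothionein promoter; on the % scale 0 is the no-effect control and ±100 the full control effect; nearly all actives have a fitted effect of over 50% in size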
# NPC1 prom act – qHTS Assay for NPC1 Promoter Activators; Huh7 NPC1 promoter luciferase reporter, 24 h; Potency, µM (highest dose often 9.22 µM), for the others: top-dose activation, most hits filed as activators; hit rate 2.4% among 320,000; AID 485313, 2010;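 further: % of control where 0% means no effect; nearly all actives have a fitted effect of over 60% in size; reporter is driven by a mutant NPC1 promoter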
#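 Compounds in DMSO were transferred onto Huh7 NPC1-luciferase reporter cells pre-incubated 2 h; after 24 h at 37 °C, Amplite reagent was dispensed and luminescence recorded 10 min later.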
# p53 reactivator – qHTS assay for re-activators of p53 using a Luc reporter | H1299 p53-A138V BP100-luciferase reporter, luminescence, 24 h | Potency, µM (titrated, usually from 92.2 µM), without a hit: at the top dose activity change, positive = activation, usual class: activators | hit rate 0.063% among 320,000; further: % of control where 0% means no effect; nearly all actives have a fitted effect of over 45% in size
#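 H1299 (p53-null), stable ts p53-A138V + BP100-Luc; 1000 cells/well, Opti-MEM/10% FBS; cpd 4 pt, 1:5; 24 h, 37 deg C, 5% CO2; detection reagent 10 min RT; luminescence.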
# FLuc counter – qHTS profiling assay for firefly luciferase inhibitor/activator using purifed enzyme and Km concentrations of substrates (counterscreen for miR-21 project); Luciferin 4-monooxygenase (Photinus pyralis), P08659; purified FLuc, Km substrates, luminescence inhibition; Potency, µM (highest dose often 57.5 µM), for inactives: top-dose activity change, negative = inhibition, most hits filed as inhibitors; hit rate 6.9% among 360,000; AID 588342, 2011;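 further: plate controls were vehicle for no effect and reference inhibitor for full effect; nearly all actives have a fitted effect of over 55% in size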
# Target sequence (P08659 whole entry, looked up): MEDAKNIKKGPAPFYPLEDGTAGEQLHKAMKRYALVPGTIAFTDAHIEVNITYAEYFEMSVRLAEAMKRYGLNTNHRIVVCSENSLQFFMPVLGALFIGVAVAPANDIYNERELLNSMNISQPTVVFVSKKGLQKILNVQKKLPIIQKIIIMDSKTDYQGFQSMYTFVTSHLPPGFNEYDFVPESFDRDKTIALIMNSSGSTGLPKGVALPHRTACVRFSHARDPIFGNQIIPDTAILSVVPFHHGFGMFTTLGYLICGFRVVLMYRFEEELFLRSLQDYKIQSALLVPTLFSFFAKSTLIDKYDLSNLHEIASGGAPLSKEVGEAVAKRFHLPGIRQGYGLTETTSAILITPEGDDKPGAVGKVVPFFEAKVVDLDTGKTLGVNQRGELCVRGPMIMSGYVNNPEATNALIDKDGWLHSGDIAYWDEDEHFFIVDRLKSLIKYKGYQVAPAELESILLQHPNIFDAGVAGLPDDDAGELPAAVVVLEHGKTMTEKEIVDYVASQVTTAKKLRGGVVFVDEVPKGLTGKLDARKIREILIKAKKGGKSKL
#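 Biochemical qHTS of compounds, final roughly 60 µM downward over six points, against 10 nM purified firefly luciferase using Km concentrations of substrates (10 uM D-luciferin, 10 uM ATP) in Tris acetate pH 7.5 buffer; luminescence output.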
# BRCA1 expr up – qHTS Assay to Identify Small Molecule Activators of BRCA1 Expression | MCF7-BRCA1-FFLuc reporter, luminescence, 48 h; response scale: scaled: vehicle 0%, 10 µM genistein 100% | Potency, µM (top dose mostly 46.1 µM), for the others: at the top dose activation, most hits filed as activators | hit rate 1.1% among 380,000; further: nearly all actives have a fitted effect of over 80% in size; some results filed as inactive show a strong effect at the top dose
#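 Quantitative HTS in MCF7 cells stably reporting BRCA1 expression via firefly luciferase. Compound treatment lasts 48 h at 37 °C in phenol-red free MEM. Activation is expressed relative to genistein at 10 microM and DMSO.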
# Rab9 promoter act – qHTS Assay for Rab9 Promoter Activators. Huh7 Rab9 promoter-luciferase reporter, luminescence, 24 h. Potency, µM (doses to about 9.22 µM), for the others: at the top dose activation, negative = inhibition, most hits filed as activators. hit rate 2.8% among 320,000. AID 485297, 2010; further: % of control where 0% means no effect; nearly all actives have a fitted effect of over 60% in size
#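 Cell-based reporter: Huh7 stable for Rab9 promoter-driven luciferase, plated in reduced-serum medium with 10% FBS at 1500 cells/well, compound-treated 24 h at 37 °C, luminescence read after 10 min reagent.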
# MBNL1-CUG inh – qHTS Assay for Inhibitors of MBNL1-poly(CUG) RNA binding. Muscleblind-like protein 1 (Homo sapiens), Q9NR56. TR-FRET MBNL1-His/biotin-(CUG)12 binding, 665/545 ratio. Potency, µM (doses to about 57.5 µM), for the others: at the highest dose activity change, negative = inhibition, usual class: inhibitors. hit rate 0.036% among 280,000; active means well fitted inhibition curve with a large enough effect in the signal ratio, with a control signal flat, not every such curve was filed as active; inconclusive means small, poorly fitted or top-dose-only effect, or effect the other way, or a change in a side signal; inactive means no such curve, though single readings can be large or run the other way; the % refers to the signal ratio; further: on the % scale 0 is the no-effect control and ±100 the full control effect
# Target sequence (Q9NR56 whole entry, looked up): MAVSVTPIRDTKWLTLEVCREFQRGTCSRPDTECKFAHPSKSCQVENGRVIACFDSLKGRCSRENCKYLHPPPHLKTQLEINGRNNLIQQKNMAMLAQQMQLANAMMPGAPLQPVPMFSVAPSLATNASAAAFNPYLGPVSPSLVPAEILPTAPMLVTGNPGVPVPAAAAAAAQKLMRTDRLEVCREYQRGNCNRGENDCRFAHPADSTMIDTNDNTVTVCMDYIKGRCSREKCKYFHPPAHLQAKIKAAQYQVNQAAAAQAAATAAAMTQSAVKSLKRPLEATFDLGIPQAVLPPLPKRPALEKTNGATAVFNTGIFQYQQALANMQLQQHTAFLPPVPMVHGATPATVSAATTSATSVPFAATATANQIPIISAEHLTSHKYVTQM
#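 His-tagged MBNL1 binding to biotinylated (CUG)12 RNA was measured by TR-FRET using terbium anti-His antibody (0.055 ng/ul final) and streptavidin-XL665 (5 nM final). Compounds were titrated 92 nM to 58 uM; 60 min at room temperature.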
# ELG1 genotoxic – qHTS screen for small molecules that induce genotoxicity in human embryonic kidney (HEK293T) cells expressing luciferase-tagged ELG1; HEK293T ELG1-luciferase reporter, luminescence, 16 h; hit rate 1.3% among 330,000; Potency, µM (series often up to 46 µM), for the others: at the highest dose activity change, positive = activation, actives largely listed as activators; further: % of control where 0% means no effect; nearly all actives have a fitted effect of over 60% in size
#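 ELG1-luciferase HEK293T cells, 2,000/well; compound pinned in; 16 hr, 37 °C, 5% CO2; ONE-Glo, 30 min RT; luminescence on CCD imager.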
# Starred values were filed as active, the others as inactive; u = inconclusive; x = no result given; & = joins results of further samples; [ ] = remark or other dose. Unless noted, the call rests on the fitted dose curve; in most records, active means well fitted curve in the direction sought with a large enough effect; inconclusive means small, poorly fitted or top-dose-only effect, or another doubt; inactive means no such curve, though single readings can be large; an effect the other way counts as inactive or inconclusive. Potency means the concentration at half of the fitted maximal effect.
# Values in the order – RORg inh	uPA surface inh	Gal4-VP16 FLuc	NPC1 prom act	p53 reactivator	FLuc counter	BRCA1 expr up	Rab9 promoter act	MBNL1-CUG inh	ELG1 genotoxic
- COc1ccc2cc(C(=O)C3CCCN(C(=O)c4ccnn4C)C3)ccc2c1 (stereo not given)
  25.9%	7.9%	-9.6%	-0.2%	1.7%	-18.3%	17.9%	-0.8%	13.2%	2.6%
- COC(=O)[C@]1(Cc2ccccc2)N[C@H](CN(C)C(=O)Nc2ccc(Cl)cc2)[C@@H]2C(=O)N(C)C(=O)[C@@H]21
  x	-4.6%	x	x	-0.6%	x	5.3%	x	x	-1.1%
- Cc1cc2c(c(=O)n1CCc1ccccc1)C(c1ccco1)C(C#N)=C(N)O2 (stereo not given)
  25.6%	x	2.7%	0.0%	12.0%	0.1%	-28.7%	-6.2%	10.7%	1.1%
- Cc1ccc(S(=O)(=O)c2nc(C)oc2N2CCOCC2)cc1
  5.0%	-1.5%	-0.7%	-2.1%	1.4%	-6.1%	-23.1%	0.4%	-7.4%	-6.1%
- COc1ccc(N2C(=O)c3ccccc3NC2c2cccnc2)cc1 (stereo not given)
  8.0%	x	8.3%	9.4%	4.3%	1.5%	40.4%	-7.0%	-7.1%	9.2%
- O=C(c1cc(-c2ccco2)nc2ccccc12)N1CCN(c2ccc(F)cc2)CC1
  u	-6.9%	-2.1%	-0.7%	1.0%	19µM*	5.5%	8.6%	x	-8.2%
- CC(=O)c1c(C)[nH]c(C(=O)OCC(=O)N(CC(C)C)C2CCS(=O)(=O)C2)c1C (stereo not given)
  x	-13.5%	x	-3.8%	0.6%	-1.0%	-27.9%	-0.7%	x	7.6%
- Cc1ccc(C(=O)NCC(=O)OCC(=O)c2cc(C)n(Cc3ccco3)c2C)cc1
  u	u	20.8%	-1.3%	13.6%	23.9µM*	3.7%	-2.6%	-8.9%	6.0%
- COc1ccc(C)cc1NS(=O)(=O)c1cn(C)c(=O)n(C)c1=O
  -3.8%	-3.0%	-8.7%	0.5%	-8.8%	-0.2%	-5.7%	5.5%	-12.0%	1.5%
- CC1CCN(C(=O)Cn2cc(C(=O)C3CC3)c3ccccc32)CC1
  4.1%	-2.2%	22.1%	4.9%	1.7%	-1.0%	-4.0%	-0.4%	8.5%	1.6%
- O=C1CCN(Cc2ccc([N+](=O)[O-])cc2)CCN1[C@H](CO)c1ccccc1
  18.3%	-1.2%	7.9%	1.1%	6.5%	-0.4%	9.7%	-5.0%	u	-0.8%
- COc1ccc(CC(=O)Nc2ccc(OC(C)=O)cc2C(=O)O)cc1
  -0.2%	14.3%	-2.7%	3.0%	-0.9%	u	-14.9%	1.8%	-11.5%	-0.9%
- Cc1cc(SCC(=O)c2cccs2)n2nc(C)c(-c3ccccc3)c2n1
  3.16µM*	4.8%	5.62µM*	-1.1%	2.9%	u	-38.3%	1.0%	9.3%	-1.7%
- O=C(NCc1nnc(SCC(=O)N2CCOCC2)o1)c1ccccc1F
  7.1%	-25.6%	-9.0%	0.2%	-3.3%	-1.6%	0.3%	-7.6%	6.3%	1.7%
- Cc1ccc(NC(=O)CCSc2nnc(Cc3ccccc3)o2)cc1
  5.0%	8.1%	2.3%	-0.6%	-3.8%	2.0%	-16.9%	-2.6%	11.9%	1.3%

# (listing goes on)
# Values in the order – RORg inh	uPA surface inh	Gal4-VP16 FLuc	NPC1 prom act	p53 reactivator	FLuc counter	BRCA1 expr up	Rab9 promoter act	MBNL1-CUG inh	ELG1 genotoxic
- COc1ccccc1N/N=C/c1ccc2c(c1)OCO2
  u	1.2%	-1.4%	10.4%	13.6%	9.53µM*	46.5%	0.7%	-3.9%	17.2%
- CN(C)CCn1c2c(c(SCC(=O)NCc3ccccc3)nc1=O)CCC2
  x	0.0%	x	3.2%	4.0%	-2.5%	0.9%	-1.4%	x	-3.1%
- Cc1ccc(NC(=O)C2CCN(C(=O)[C@@H]3Cc4ccccc4CN3)CC2)cc1
  17.6%	1.3%	24.0%	23.9%	u	u	71.5%	6.9%	-5.1%	10.9%
- C[C@H]1COc2c(C3(N)CC3)c(F)cc3c(=O)c(C(=O)O)cn1c23
  -15.2%&5.9%	x	-8.0%&-15.9%	-2.4%	x	-3.9%	x	-3.0%	5.3%	x
- CC1(C)CC(=O)C=C(c2ccc(I)cc2)C1
  x	-15.3%	x	0.4%	-0.4%	-16.9%	u	-8.0%	x	2.1%
- O=C(Nc1cccc(-c2nnc(-c3ccccc3)o2)c1)c1ccco1
  -13.3%	0.7%	-27.6%	-8.0%	1.7%	3.1%	25.0%	-0.5%	3.8%	0.5%
- Cc1ccc(-n2nc3c(=O)n(CCCC(=O)NC4CCC(C)CC4)nc(C)c3c2C)cc1 (stereo not given)
  2.9%	2.6%	-1.7%	-4.6%	-0.6%	-0.5%	15.7%	-5.0%	1.8%	1.0%[9.26 µM]
- O=C(Nc1ccc(-c2nc3ncccc3o2)cc1)c1ccc(Br)o1
  u	1.7%	u	8.5%	-2.2%	-7.8%	60.3%	26.7%	52.1%[activator]	4.1%
- CCc1csc(CCNC(=O)C2CCC(=O)N(CCOC)C2)n1 (stereo not given)
  -5.2%	3.5%	-3.0%	1.2%	-1.4%	-0.1%	-1.0%	-4.7%	-6.1%	1.8%
- CCOC(=O)C1CCCN(CC(=O)Nc2c(C(=O)OC)[nH]c3ccc(C)cc23)C1 (stereo not given)
  -1.1%	-0.1%	-0.1%	0.0%	-13.4%	7.4%	0.9%	-2.2%	2.4%	-2.7%
- NS(=O)(=O)c1ccc(CCNC(=O)CN2CCN(Cc3cccc4ccccc34)CC2)cc1
  -3.0%	1.2%	-0.4%	-6.6%	-2.2%	5.3%	-25.5%	-5.6%	2.0%	-10.8%
- FC(F)(F)c1ccc(-n2cn[nH]c2=S)cc1
  10µM*	3.3%	u	-0.2%	-0.7%	3.5%	-15.6%	-3.5%	3.2%	0.1%
- CCN(c1ccccc1)c1ncnc2c1cnn2-c1ccccc1
  u	3.8%	18.2%	u	u	19µM*	5.01µM*	u	3.0%	20.6µM*
- CCc1nc2n(n1)C(O)c1cc([N+](=O)[O-])ccc1S2 (stereo not given)
  1.0%	-1.4%	-3.5%	-5.9%	2.5%	6.2%	0.6%	0.8%	u	0.5%
- Cn1c(CSCc2ccccc2)nnc1SCC(=O)Nc1ccc(C(=O)O)cc1
  -6.0%	0.2%	-10.4%	0.4%	2.4%	-1.1%	5.4%	0.7%	-21.6%	3.3%

# Carrying on:
# Values in the order – RORg inh	uPA surface inh	Gal4-VP16 FLuc	NPC1 prom act	p53 reactivator	FLuc counter	BRCA1 expr up	Rab9 promoter act	MBNL1-CUG inh	ELG1 genotoxic
- COc1ccc(OC)c(S(=O)(=O)N2C(C)CCCC2C)c1 (stereo not given)
  -6.3%	1.2%	-10.7%	-12.0%	-6.3%	4.1%	0.0%	-0.5%	-8.6%	-2.4%
- CC(C)Nc1nc(NC(C)C)nc(N(C#N)CCOc2ccc(Cl)cc2Cl)n1
  u	-12.7%	u	-3.9%	3.8%	2.3%	-55.6%	-5.0%	-4.1%	-4.3%
- Cc1ccc(Cn2nc(C)c3cc(C(=O)OCC(N)=O)sc32)cc1
  -0.6%	1.9%	6.2%	-1.0%	-1.4%	4.1%	13.3%	-5.2%	-3.0%	-1.6%
- COc1cc(Cl)c(S(=O)(=O)NCCCN2CCOCC2)cc1Cl
  5.4%	6.2%	-3.6%	-1.7%	-1.2%	7.4%	-22.9%	-1.1%	-6.3%	2.0%
- O=C(CN1C(=O)c2ccccc2C1=O)NCC(=O)OCC(=O)c1cccc([N+](=O)[O-])c1
  -0.4%	-1.0%	-14.1%	-0.7%	-3.2%	1.9%	0.0%	0.0%	1.0%	-5.7%
- Cc1ccc(S(=O)(=O)N2[C@@H](c3ccc(C(C)(C)C)cc3)C(C(=O)O)=CC[C@H]2c2ccc3c(c2)OCO3)cc1
  x	-11.7%	x	x	9.6%	x	-21.8%	x	x	-7.7%
- CCC(c1nnc(SCC(=O)Nc2ccc(NC(C)=O)cc2)n1Cc1ccccc1)N(C)C (stereo not given)
  0.9%	1.7%	0.9%	-0.1%	15.3%	3.2%	0.2%	-1.8%	0.0%	6.5%
- CC1CN(C(=S)NC(=O)c2ccco2)CC(C)O1 (stereo not given)
  3.98µM*	1.3%	20µM*	-4.1%	-1.1%	-0.8%	-11.1%	-2.9%	u	1.5%
- CCN(CC)CCCNC(=O)C1CCCN(c2nnc(N3CCCC3=O)s2)C1 (stereo not given)
  -1.1%	2.0%	-4.5%	1.4%	-3.8%	1.1%	-19.2%	-3.3%	0.2%	0.0%
- O=C(O)c1ccc(/C=N/Nc2nc3ccccc3[nH]2)cc1
  37.3%	1.8%	2.4%	12.9%	1.2%	u	0.0%	9.1%	x	-0.7%
- Brc1ccc2nc(CSc3ncn[nH]3)cn2c1
  u	0.8%	2.1%	24.6%	7.7%	u	89.6%	u	-1.9%	23.5%
